High-throughput results: PubChem BioAssay, Broad Institute
RAD54 branch: blocks human RAD54 Holliday junction branch migration. Q92698. FAM/BHQ fluorescence. inhibition, % at 10.4 µM. actives 0.14% (n = 360,000);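 active = mean normalized replicate activity at least 40 and at least half of replicates scoring 40 or more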;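 also: 0% = median of neutral control wells and 100% = median of positive control wells; inhibitors cause a drop in the FAM fluorescence signal; in these data hits start at about 50%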
E-selectin induc: induces E-selectin expression in human endothelial cells; P16581; HUVEC E-selectin immunofluorescence imaging; normalized: neutral wells 0, TNF-alpha wells 100; activation, % at 7.58 µM; actives 0.37% (n = 260,000);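 active = mean E-selectin-positive cell signal at least 10% of the positive control, reached in at least 60% of replicates, without over 20% cell loss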;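 also: in these data hits start at about 27%; measured in HUVEC primary endothelial cells; signal is the percent of cells scored E-selectin positive by PE staining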
Target sequence (P16581 whole entry, looked up): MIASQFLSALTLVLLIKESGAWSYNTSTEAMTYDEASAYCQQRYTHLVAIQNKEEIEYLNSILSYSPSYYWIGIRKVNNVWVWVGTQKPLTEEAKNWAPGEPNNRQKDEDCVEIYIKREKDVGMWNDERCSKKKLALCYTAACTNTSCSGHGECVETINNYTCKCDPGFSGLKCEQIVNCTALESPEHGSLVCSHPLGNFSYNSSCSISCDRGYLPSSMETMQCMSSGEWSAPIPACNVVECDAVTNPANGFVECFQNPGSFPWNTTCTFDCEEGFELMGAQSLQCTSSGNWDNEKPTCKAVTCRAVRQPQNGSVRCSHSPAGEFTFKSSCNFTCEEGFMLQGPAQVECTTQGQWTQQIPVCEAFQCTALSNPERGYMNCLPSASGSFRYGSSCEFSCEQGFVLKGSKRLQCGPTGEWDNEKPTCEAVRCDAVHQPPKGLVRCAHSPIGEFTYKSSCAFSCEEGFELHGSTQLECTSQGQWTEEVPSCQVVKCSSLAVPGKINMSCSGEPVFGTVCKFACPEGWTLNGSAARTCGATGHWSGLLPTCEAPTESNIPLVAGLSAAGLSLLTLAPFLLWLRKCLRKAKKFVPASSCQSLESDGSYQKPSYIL
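Read-out: % PE-positive cells | Test system: HUVEC | Doses: One compound dose added by pin transfer | Buffer or medium: EGM-2 over gelatin coat | Signal: Immunofluorescence imaging | Benchmarks: TNF-alpha, DMSO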
PglD DTNB: inhibitors of Campylobacter jejuni PglD acetyltransferase. purified PglD enzyme, DTNB colorimetric CoA detection. inhibition, % at 12.5 µM. actives 0.098% (n = 360,000). AID 602405; in the data active = inhibition above about 16%, passing the limit was not always enough; also: strong numbers were not always called active
Cneo AK release: causes C. neoformans cell lysis; AID 651654; lysis activity, % at 15 µM; adenylate kinase release luminescence, 4 h; normalised: neutral wells 0, clomiphene wells 100; actives 0.2% (n = 360,000);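 active = mean lysis activity across replicates of at least 80%, whatever share of replicates individually reach that level; inactive = mean lysis activity below 80%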
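Test system: log-phase Cryptococcus neoformans yeast cells. Input: 5 × 10^6 yeast cells/mL. Medium: fresh YPD growth medium. Doses: single dose. Incubation: static 4 h at 37 °C with compound, 1 h detection. Measured by: luminescent adenylate kinase detection reagent. Read-out: signal increase indicating cell lysis. Benchmarks: Clomiphene.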
RAD52 anneal inh: RAD52 (human) annealing inhibition; P43351; recombinant RAD52 DNA annealing, FRET fluorescence; inhibition, % at 18.7 µM; actives 0.46% (n = 360,000); AID 651710;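 active = every replicate showing at least 50% inhibition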
Target sequence (P43351 whole entry, looked up): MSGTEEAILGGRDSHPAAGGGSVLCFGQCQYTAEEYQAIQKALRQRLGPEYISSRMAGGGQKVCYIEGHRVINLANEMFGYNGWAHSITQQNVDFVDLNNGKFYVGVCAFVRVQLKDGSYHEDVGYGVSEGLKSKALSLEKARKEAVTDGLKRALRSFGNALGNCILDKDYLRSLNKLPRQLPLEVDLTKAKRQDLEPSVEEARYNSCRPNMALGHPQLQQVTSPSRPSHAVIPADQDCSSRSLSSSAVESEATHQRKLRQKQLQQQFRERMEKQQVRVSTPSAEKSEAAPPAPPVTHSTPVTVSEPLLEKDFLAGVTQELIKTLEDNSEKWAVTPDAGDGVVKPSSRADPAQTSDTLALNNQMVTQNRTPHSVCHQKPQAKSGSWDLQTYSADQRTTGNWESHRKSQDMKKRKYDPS
ERAP1 HTS inh: blocks human ERAP1 aminopeptidase activity; recombinant ERAP1, Leu-AMC fluorescence, 60 min; inhibition, % at 10.7 µM; actives 0.15% (n = 340,000);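 active = mean replicate inhibition of at least 30%, or all replicates individually reaching that 30% level; inactive = mean below 30% and not every replicate reaching it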;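 also: 0% = neutral control wells and 100% = L-leucinethiol positive control wells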
PGC1a acetyl inh: PGC1a acetylation modulation, inhibitor mode | U2OS PGC1a acetylation, AlphaScreen anti-acetyl-lysine; with virally co-expressed GCN5 acetyltransferase | inhibition, % at 15.6 µM | actives 0.17% (n = 350,000) | AID 651687;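 active = every replicate shows inhibition of at least 40%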;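 also: 0% = neutral control wells and 100% = positive control wells; some results beyond the cut were filed as inactive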
miR122 inh: blocks miR-122 activity in Huh7 sensor cells. Huh7 miR-122 Renilla luciferase sensor, 48 h; neutral wells = 0, positive control = 100. activation (reporter increase), % at 12.5 µM. actives 0.3% (n = 340,000). AID 602342;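 active = mean replicate activation score at least 90 and every replicate individually at or above 90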;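 also: higher luciferase means less miR-122 activity so hits act as miR-122 inhibitors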
* marks the source's active call; other numbers are inactive results; nt = not tested or not shown; & = joins results of further samples; [ ] = remark or other dose.

Results follow in this order: RAD52 anneal inh	Cneo AK release	RAD54 branch	ERAP1 HTS inh	E-selectin induc	PglD DTNB	miR122 inh	PGC1a acetyl inh
- CCOC(=O)c1cc2sccc2n1CC(=O)N1CCCC1
  1.5	-1.2	-3.8	-2.2	nt	2.2	nt	5.5
- O=C(N1CCCCC1)N1CCN(C(c2ccccc2)c2ccccc2)CC1
  nt	-4.8	1.2	nt	nt	-0.3	1.5	1.6
- CC[C@H]1CN2CCc3cc(OC)c(OC)cc3[C@@H]2C[C@@H]1C[C@H]1NCCc2cc(OC)c(OC)cc21
  nt	-2.5	8.8	nt	nt	4.3	-25.4	83.7*
- NC(=O)CC(NC(=O)c1cccc(Br)c1)c1ccc(N2CCC(Br)CC2)c([N+](=O)[O-])c1 (configuration not stated)
  4.3	-1.5	-4.2	-1.5	0.0	1.6	nt	nt
- N#Cc1nc(COc2ccc(F)cc2)oc1NCCCn1ccnc1
  nt	3.4	3.1	nt	nt	4.2	-0.6	1.9
- c1ccc(-c2c[n+]3c(n2-c2ccccc2)CCC3)cc1
  -5.1	3.9	-5.4	1.6	-0.2	-1.1	0.7	nt
- CCOC(=O)c1cnc(SC)nc1N
  nt	-2.4	-1.9	nt	nt	-2.3	-5.1	4.2
- COc1ccc(NC(=O)c2c[nH]n3c(=O)cc(C4CCN(C(=O)OC(C)(C)C)CC4)nc23)cc1Cl
  -12.9	-0.2	-0.5	5.5	-0.3	-4.3	-6.1	nt
- O=C(NCCCN1CCN(CCCNC(=O)c2cc([N+](=O)[O-])ccc2Cl)CC1)c1cc([N+](=O)[O-])ccc1Cl
  nt	0.0	17.7	nt	1.0	5.6	-7.6	nt
- CNC[C@@H]1Oc2ncc(Br)cc2C(=O)N([C@H](C)CO)C[C@@H]1C
  -2.4	2.0	-10.4	1.0	0.1	5.3	11.2[16.7 µM]	0.6&2.5
- Cc1nc(SCC(=O)N2CCCC2=O)nc(C)c1C
  -12.8	-1.2	-5.7	3.2	-0.3	3.1	1.0	0.1
- CCOc1ccc(N(CC(=O)NCCSCc2ccco2)S(=O)(=O)c2ccc(F)cc2)cc1
  -31.5	-1.3	0.4	-0.9	-0.2	-0.6	2.3	-5.0
- O=S(=O)(N[C@H]1CC[C@@H](CCn2cc(C3CC3)nn2)O[C@H]1CO)c1ccc(Cl)cc1
  9.1	-1.0	-6.3	7.2	-0.5	-5.3	nt	-0.8
- CC1(C)Cc2c(sc(NC(=O)c3ccc(S(=O)(=O)N4CCCCCC4)cc3)c2C(N)=O)C(C)(C)N1
  -4.5	-0.2	2.1	-3.0	nt	-3.2	nt	nt
- NC(=S)N/N=C/c1cn(CCC(=O)O)nc1-c1cccc(Br)c1
  -5.0	0.4	0.9	7.1	nt	-1.1	-0.3	8.4

Results follow in this order: RAD52 anneal inh	Cneo AK release	RAD54 branch	ERAP1 HTS inh	E-selectin induc	PglD DTNB	miR122 inh	PGC1a acetyl inh
- CC(=O)Oc1ccccc1C(=O)Nc1ccccc1C(=O)N1CCCC1
  -0.7	8.2	7.9	1.9	-0.4	-1.9	nt	nt
- C#CCOCCOCCOCCNc1nc(N2CCN(C(=O)[C@H](CCCCN)n3cc([C@@H](N)C(C)CC)nn3)CC2)nc(N2CCN(C(=O)[C@H](CCCCN)n3cc([C@@H](N)CC(C)C)nn3)CC2)n1 (some centres not stated)
  37.1	-1.6	35.5	-3.0	nt	3.0	16.5	-4.8
- CCCCCCOc1cccc(N)c1
  nt	3.2	1.7	nt	nt	-1.3	-3.8	-3.3
- CCN(CC)C(=N)/C(C#N)=N/Nc1ccc(C)cc1
  0.6	-6.6	22.7	2.8	0.4	-15.0	14.4	-1.5
- O=C(C[C@H]1C[C@@H]2c3cc(NC(=O)c4ccc5c(c4)OCO5)ccc3O[C@@H]2[C@H](CO)O1)NC1CCCC1
  2.7	1.0	-4.9	-1.3	0.0	1.7	-4.0[16.7 µM]	-6.2
- CC(C(=O)Nc1ccccc1-c1ccccc1)N(C)Cc1nc2ccccc2c(=O)[nH]1 (configuration not stated)
  -25.6	-0.9	-1.9	-2.8	nt	5.3	28.2	-10.1
- CCN(CC(=O)Nc1c(F)cccc1F)C(=O)CSc1ccccc1
  5.2	2.6	6.1	-2.3	-0.1	0.0	-11.6	-7.1
- COc1cc(CNc2nc3c(C)cc(C)cc3s2)ccc1O
  -16.1	0.5	1.1	2.2	nt	4.5	-1.3	-1.1
- C[C@@H]1CN([C@@H](C)CO)C(=O)c2cc(C#Cc3ccccc3F)cnc2O[C@H]1CN(C)S(=O)(=O)c1ccccc1F
  -14.4	1.0	14.2	0.4	0.2	-2.2	-2.6[16.7 µM]	-11.1
- O=c1cc(CCl)nc2scc(-c3ccccc3)n12
  -12.0	-1.0	-3.4	nt	-0.5	-0.1	-2.0	-2.9
- Cc1ccc(F)c(NC(=O)CCc2ccccc2)c1
  nt	1.7	5.2	nt	nt	2.9	30.1	3.7
- COc1cc(NC(=S)NCCc2c[nH]c3ccccc23)c(OC)cc1Cl
  nt	1.2	2.8	nt	0.0	-4.8	-1.6	20.7
- COC(=O)c1cn(N(C)c2ncc(C(F)(F)F)cc2Cl)c(=O)c2ccccc12
  nt	-13.6	8.4	nt	nt	1.6	0.4	-14.2
- C=CCS(=O)(=O)N1CCCC(Cc2ccccc2C)(C(=O)OCC)C1 (configuration not stated)
  0.0	-1.3	-9.5	1.9	nt	3.2	25.0	nt
- CCCN(CCC)c1ncnc2nc[nH]c12
  -6.3	-1.3	6.1	-1.8	-0.2	2.7	2.0	37.3

Results follow in this order: RAD52 anneal inh	Cneo AK release	RAD54 branch	ERAP1 HTS inh	E-selectin induc	PglD DTNB	miR122 inh	PGC1a acetyl inh
- Cc1ccc(CN2CCC(n3nccc3NC(=O)CCCc3ccccc3)CC2)o1
  -37.2	-0.4	9.5	-1.3	-1.3	-0.3	-1.8	2.2
- CC(C)CN(C(=O)COC(=O)c1cccn1C)c1c(N)n(Cc2ccccc2)c(=O)[nH]c1=O
  -17.2	0.0	4.2	-0.9	0.1	3.6	-4.3	nt
- Cc1cc(SCC(=O)Nc2cccc(S(N)(=O)=O)c2)c(C)cc1Br
  -31.0	nt	nt	4.8	3.6	nt	nt	2.7
- CCOC(=O)C1(C(F)(F)F)N=C(C(F)(F)F)Nc2ccccc21 (configuration not stated)
  -6.8	0.3	1.5	-1.7	nt	4.7	-3.8	-1.6
- COc1ccc(OC)c(NC(=O)C(=S)NC2CCCCC2)c1
  2.5	-0.8	0.1	-0.1	0.3	-0.8	nt	3.3
- CCOc1ccccc1N1CCN(Cc2cccc(OC)c2OC)CC1
  nt	0.7	-7.5	nt	-0.1	-2.5	-15.1	nt
- C[C@H]1CN([C@@H](C)CO)C(=O)Cc2cc(NC(=O)Cc3cn(C)c4ccccc34)ccc2O[C@@H]1CN(C)S(C)(=O)=O
  1.0	40.0	-6.0	-4.5	nt	-1.7	-4.0[16.7 µM]	5.6
- CCN(CC)C(=O)CSc1nc2sc3c(c2c(=O)n1CCCOC)CCC3
  -7.5	-0.7	6.8	1.0	nt	-1.4	nt	nt
- c1ccc(-n2c(SCC3CCCCO3)nnc2-c2cccs2)cc1 (configuration not stated)
  nt	0.5	-5.9	nt	nt	2.8	-2.4	nt
- O=C(Cn1c(C(F)(F)F)nc2ccccc21)c1ccc(F)cc1
  nt	1.1	-11.2	nt	nt	-2.6	4.1	-4.5
- C[C@@H]1CCCCO[C@@H](CN(C)C)[C@H](C)CN([C@@H](C)CO)C(=O)c2cc(NC(=O)Nc3ccccc3)ccc2O1
  1.1	5.4	10.1	-7.1	0.1	2.0	1.9[16.7 µM]	10.3
- CC1=CC(=O)O[C@@H]1[C@@]1(C)C[C@H]2OC(=O)C[C@H]3[C@@H](C)C(=O)C(O)=C1[C@@]23CO
  -4.7	-2.7	-9.8	2.2	nt	-0.6	-0.5	2.2
- COc1ccc(OC)c(/C=N/NC(=O)c2cc[n+](Cc3ccccc3)cc2)c1
  1.1	-2.3	7.4	4.8	-0.6	-1.2	-0.2	-3.6
- CCc1ccc(/C=N/NC(=S)NCCc2ccccc2)cc1
  nt	32.0	-3.6	nt	nt	5.4	4.6	11.2
- O=C(NCC(c1ccco1)N1CCc2ccccc2C1)c1ccc(Cl)c([N+](=O)[O-])c1 (configuration not stated)
  -5.7	-1.5	-4.9	4.1	nt	-0.8	nt	nt

Results follow in this order: RAD52 anneal inh	Cneo AK release	RAD54 branch	ERAP1 HTS inh	E-selectin induc	PglD DTNB	miR122 inh	PGC1a acetyl inh
- CSc1ccc(Cl)c(C(=O)Nc2ccc(C)cn2)c1
  -3.1	2.4	-3.1	-0.7	nt	-2.8	-2.0	-0.2
- COc1ccc(S(=O)(=O)Nc2ccc3c(c2)C(=O)N([C@H](C)CO)C[C@H](C)[C@@H](CN(C)Cc2ccc(C(F)(F)F)cc2)OCCCC[C@H](C)O3)cc1
  3.4	10.8	-0.1	3.4	0.5	-1.6	11.9[16.7 µM]	-5.2
- COCCNC(=O)C[C@@H]1CC[C@H]2[C@@H](COC[C@@H](O)CN2Cc2cccc(-c3ccncc3)c2)O1
  -2.9	0.0	8.7	2.2	0.0	1.4	-2.5[16.7 µM]	-4.7
- COc1ccc(C(=O)OCC(=O)NC(C)CCc2ccccc2)c(OC)c1 (configuration not stated)
  -12.9	-0.1	0.4	2.1	nt	-2.4	nt	-2.7
- Cc1ccc(S(=O)(=O)NC2(C(F)(F)F)NC(=O)N(Cc3ccccc3)C2=O)cc1 (configuration not stated)
  0.2	-2.0	-2.3	-1.8	-0.3	3.1	-8.2	1.0
- N=C1C=CC(=C(c2ccc(N)cc2)c2ccc(N)cc2)C=C1
  3.0	nt	nt	1.0	38.9*	nt	-14.6	-13.1
- COC(=O)c1sc(S(=O)(=O)N2CCCCC2)c(C(=O)OC)c1C
  0.2	nt	-9.2	4.8	nt	3.0	-0.9	4.3
- S=C(NCc1ccccc1)NCC1COc2ccccc2O1 (configuration not stated)
  nt	8.2	-1.3	nt	nt	-2.6	15.8	-6.9
- O=C(O)C1CC=CCC1C(=O)NNc1c(Cl)cc(Cl)cc1Cl (configuration not stated)
  -23.8	-1.1	-2.1	-5.4	nt	2.8	-2.0	0.2
- CCOc1ccc(CCNC(=O)c2ccc3nc(N4CCOCC4)sc3c2)cc1OCC
  -18.7	2.6	9.9	0.7	23.5	4.9	0.1	-4.4
- COc1cccc(CC(=O)OCC(=O)NNC(=O)c2ccc([N+](=O)[O-])cc2)c1
  -6.5	0.0	-1.2	-3.3	1.1	7.0	-2.3	nt
- O=C(c1cccnc1)N1C[C@@H]2[C@H](c3ccccc31)[C@H](CO)N2Cc1ccc2c(c1)OCO2
  -3.4	-2.5	-4.2	2.3	-0.1	-2.8	14.3[16.7 µM]	-2.3
- Cc1cc(-c2ccccc2)nn1-c1nc2c(c(=O)[nH]c(=O)n2C)n1C
  nt	1.5	-1.8	nt	nt	7.7	-0.1	8.4
- Cc1c(Cl)ccc2sc(NC(=O)c3ccco3)nc12
  -11.6	-1.7	1.0	1.2	-0.4	1.5	nt	nt
- C/C=C/c1ccc([C@H]2[C@@H](C#N)N(C(=O)c3cccnc3)[C@H]2CO)cc1
  -11.0	-2.5	-10.0	1.4	-0.3	1.3	nt	0.3
- CCn1c(SCC(=O)Nc2nc3ccc(OC)cc3s2)nnc1-c1ccoc1C
  -11.9	-3.3	-1.2	-3.7	nt	3.7	-11.1	-20.5

Part of the list above with just PGC1a acetyl inh and PglD DTNB:
canonical_smiles	PGC1a acetyl inh	PglD DTNB
CCOC(=O)c1cc2sccc2n1CC(=O)N1CCCC1	5.5	2.2
CCOc1ccccc1N1CCN(Cc2cccc(OC)c2OC)CC1	nt	-2.5
